Assay outcomes (PubChem BioAssay)
CHRM4 agonist = human M4 muscarinic receptor agonists, primary screen, CHO-K1 cells, Fluo-8 calcium fluorescence; Muscarinic acetylcholine receptor M4 (Homo sapiens), P08173; CHO-K1 hM4/Gqi5; vehicle 0%, full acetylcholine response 100%; activation, % at 3 µM; AID 624127, 2012; 360,000 tested, 0.14% active;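 active = activation above the run mean over all test wells plus 3 SD, cut at about 32% in these data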;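 also: peak over basal fluorescence ratio per well then scaled between controls; 0% = DMSO wells and 100% = acetylcholine at EC100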
CHRM4 antagonist = human M4 muscarinic receptor antagonists, primary screen, CHO cells, Fluo-8 calcium fluorescence; Muscarinic acetylcholine receptor M4 (Homo sapiens), P08173; CHO-hM4 cells, ACh EC80; inhibition, % at 3 µM; 360,000 tested, 0.73% active; AID 624125, 2012;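 active = inhibition above its plate's cutoff, the mean inhibition of sample wells plus 3 SD, cut at about 27% in these data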;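 also: 0% = acetylcholine EC80 with DMSO and 100% = DMSO without agonist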
CRFR2-BP ag = agonists of CRF-BP/CRF-R2 complex, primary screen, cell-based, HEK293, calcium dye fluorescence, uHTS; 350,000 tested, 0.46% active; calcium dye fluorescence (FLIPR); percent of saturating CRF peptide response; AID 588473, 2011; CRF-binding protein / CRF receptor 2 complex (human); activation, % at 13.2 µM;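 active = activation of at least 50%, plus an integration ratio under a set limit after plate pattern correction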;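 also: plate controls were neutral control wells without compound for no effect and CRF at EC100 for full effect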
CHRM5 antagonist = human M5 muscarinic receptor antagonists, primary screen, CHO cells, Fluo-8 calcium fluorescence; Muscarinic acetylcholine receptor M5 (Homo sapiens), P08912; CHO-hM5 cells, ACh EC80; inhibition, % at 3 µM; 360,000 tested, 0.59% active;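 active = inhibition above a per-plate cutoff, the mean of that plate's test compounds plus 3 SD, cut at about 27% in these data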;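 also: 0% = acetylcholine EC80 with DMSO and 100% = DMSO without agonist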
Target sequence (P08912 whole entry, looked up): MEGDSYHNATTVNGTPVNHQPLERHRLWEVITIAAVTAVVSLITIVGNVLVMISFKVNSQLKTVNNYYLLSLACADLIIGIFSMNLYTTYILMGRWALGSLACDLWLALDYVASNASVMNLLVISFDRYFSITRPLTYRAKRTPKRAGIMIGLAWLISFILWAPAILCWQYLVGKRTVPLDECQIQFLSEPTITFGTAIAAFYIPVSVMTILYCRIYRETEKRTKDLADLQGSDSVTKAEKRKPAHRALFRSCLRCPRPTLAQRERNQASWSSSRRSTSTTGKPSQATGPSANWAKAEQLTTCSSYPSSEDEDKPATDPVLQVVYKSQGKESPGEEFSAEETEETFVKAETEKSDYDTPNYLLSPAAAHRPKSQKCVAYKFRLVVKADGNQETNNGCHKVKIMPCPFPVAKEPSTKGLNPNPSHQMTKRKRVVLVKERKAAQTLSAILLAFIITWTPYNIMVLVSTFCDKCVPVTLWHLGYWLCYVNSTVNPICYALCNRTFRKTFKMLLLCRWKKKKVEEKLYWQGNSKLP
CRFBP-R2 block = antagonists of CRF-BP/CRF-R2 complex, primary screen, cell-based, HEK293, calcium dye fluorescence, uHTS | AID 588475, 2011 | inhibition, % at 11.8 µM | CRF-induced calcium fluorescence | 350,000 tested, 0.59% active;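 active = inhibition of the ligand-induced calcium signal above about 50% at the single tested concentration, limit read from the data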
M5 PAM = human M5 muscarinic receptor positive allosteric modulators, primary screen, CHO-K1 cells, Fluo-8 calcium fluorescence; 360,000 tested, 0.3% active; CHO-K1 hM5, ACh EC20 PAM; 0% = ACh EC20, 100% = ACh EC100; AID 624038, 2012; Muscarinic acetylcholine receptor M5 (Homo sapiens), P08912; activation, % at 3 µM;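 active = activation above the run cutoff, the mean activation of all test compounds plus 3 SD, cut at about 18% in these data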
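system = human M5 receptor in CHO-K1 cells | compound = one concentration, 3 µM final (nominal) | schedule = Post-acetylcholine fluorescence recording 140 s | signal = Fluo-8 calcium dye fluorescence, kinetic read | benchmarks = low control EC20 acetylcholine (0%), high control EC100 acetylcholine (100%) | repeats = singlicate, one well per test compound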
CHRM4 PAM = human M4 muscarinic receptor positive allosteric modulators, primary screen, CHO-K1 cells, Fluo-8 calcium fluorescence; activation, % at 3 µM; 360,000 tested, 0.4% active; CHO-K1 hM4/Gqi5, ACh EC20; 0% = ACh EC20, 100% = maximal ACh; Muscarinic acetylcholine receptor M4 (Homo sapiens), P08173;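 active = activation above its plate's cutoff, the mean activation of sample wells plus 3 SD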; also: some results filed as inactive read as strong as hits
CHRM5 agonist = human M5 muscarinic receptor agonists, primary screen, CHO-K1 cells, Fluo-8 calcium fluorescence; 360,000 tested, 0.19% active; Muscarinic acetylcholine receptor M5 (Homo sapiens), P08912; activation, % at 3 µM; CHO-K1 hM5 cells; 0% DMSO wells, 100% maximal acetylcholine response;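 active = activation above the run's mean over test compounds plus 3 SD, cut at about 23% in these data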;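 also: signal is peak over basal fluorescence ratio across the kinetic read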
CHRM1 PAM = human M1 muscarinic receptor positive allosteric modulators, primary screen, CHO-K1 cells, Fluo-8 calcium fluorescence, 1536-well. Muscarinic acetylcholine receptor M1 (Homo sapiens), P11229. CHO-K1 hM1, ACh EC20; 0% = ACh EC20, 100% = maximal ACh. activation, % at 3 µM. 360,000 tested, 0.088% active. AID 588819, 2011; in the data active = activation above about 19%, passing the limit was not always enough
Target sequence (P11229 whole entry, looked up): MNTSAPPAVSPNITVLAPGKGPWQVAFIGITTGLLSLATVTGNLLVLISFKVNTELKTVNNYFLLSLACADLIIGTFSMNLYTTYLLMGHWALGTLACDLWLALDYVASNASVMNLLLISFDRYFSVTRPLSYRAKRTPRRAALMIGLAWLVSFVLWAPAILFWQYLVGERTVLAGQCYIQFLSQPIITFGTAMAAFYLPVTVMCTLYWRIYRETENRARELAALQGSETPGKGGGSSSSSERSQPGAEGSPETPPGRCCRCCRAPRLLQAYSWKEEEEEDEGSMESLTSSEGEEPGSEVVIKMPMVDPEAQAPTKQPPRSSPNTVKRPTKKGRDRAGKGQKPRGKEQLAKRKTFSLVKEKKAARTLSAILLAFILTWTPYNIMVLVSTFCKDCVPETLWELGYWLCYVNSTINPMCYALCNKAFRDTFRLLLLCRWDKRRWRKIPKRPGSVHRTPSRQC
An asterisk follows results filed as active; nt = no result given.

Structure	CHRM4 agonist	CHRM4 antagonist	CRFR2-BP ag	CHRM5 antagonist	CRFBP-R2 block	M5 PAM	CHRM4 PAM	CHRM5 agonist	CHRM1 PAM
CCN(CC)S(=O)(=O)c1cccc(C(=O)N/N=C(\C)c2cccs2)c1	6	5	-0.1	7	21	-10	-7	-1	-11
Cc1ccc2oc(-c3ccc(C)c(NC(=O)Cc4cccs4)c3)nc2c1	0	9	-0.9	-1	-4	-1	-4	1	1
CC(C)=CCc1c(O)cc2c(c1O)C(=O)CC(c1ccccc1)O2 (configuration not stated)	2	12	2.4	17	-10	-8	-8	2	-4
COCCSc1nnc(NC(=O)C2CC(=O)N(c3ccc(OC)cc3)C2)s1 (configuration not stated)	1	1	0.8	9	-4	13	0	1	5
CCCNC(=O)N[C@@H](Cc1ccccc1)C(=O)OC	1	11	-0.7	-6	10	10	15	3	13
COc1ccc(CNS(=O)(=O)c2ccc(Br)s2)cc1	0	16	-14	4	6	-1	-7	-4	-1
COc1ccc(CCN2CC(C(=O)N(C)Cc3ccc(C)o3)CCC2=O)cc1 (configuration not stated)	1	3	0.1	-4	-6	3	2	-1	5
COC(=O)c1cc(NC2c3ccccc3C(=O)N2c2cccnc2)cc(C(=O)OC)c1 (configuration not stated)	4	0	-0.1	4	14	-12	-6	1	-4
C[C@H](NC(=O)c1ncn2c1C(=O)N(C)CC2)C(=O)OC(C)(C)C	1	5	-1.8	1	-1	3	-3	-1	-1
COc1ccc(CCC(=O)N2CCN(C(=O)c3ccccc3)CC2)cc1	1	-3	-1.5	7	3	-1	0	-3	13
Cc1cc(C(=O)OCC(=O)Nc2cccc([N+](=O)[O-])c2)c(C)o1	2	3	0.8	0	1	-9	-4	3	-10
O=C(c1cc(F)cc2c1OCOC2)N1CCN(c2ccc(F)cc2)CC1	2	-2	0.1	1	-4	-1	-4	0	11
Cc1cc(C)cc(N(CC(=O)NC2CCCC2)C(=O)c2csnn2)c1	1	-16	1.1	0	1	0	2	-1	10
CN(C)CCNC(=O)C1Cc2c(-c3ccccc3Oc3ccccc3)ccnc2O1 (configuration not stated)	2	-5	nt	-7	nt	1	3	-2	-5
O=C(N/N=C/c1cccnc1)c1ccc([N+](=O)[O-])cc1Cl	2	-4	-1.5	-5	-3	-1	6	0	13
Cc1cc(C)c(S(=O)(=O)N(C2=NCCS2)S(=O)(=O)c2c(C)cc(C)cc2C)c(C)c1	1	1	0.0	3	36	-3	-1	-4	-1
COc1cccc(NC(=O)C2(C)CCN2Cc2ccc(-c3ccccc3)o2)c1 (configuration not stated)	0	7	nt	-7	nt	-2	-6	-4	-6
CC(=CC(=O)c1ccccc1)c1ccccc1	-1	-9	-4.0	16	5	-11	14	0	5
OCCN1CNC(=S)NC1	0	-2	0.0	4	1	10	5	0	3
O=C(Cc1c[nH]c2ccccc12)N/N=C/c1ccccc1O	15	9	-0.3	3	8	-13	-3	-2	4
Cc1cc(C(=O)N2CCCC2(C)C(=O)O)c(C)o1 (configuration not stated)	0	0	nt	-6	nt	0	-4	1	0
Cc1cc(C)cc(NC(=O)C(OC(=O)c2ccc(NC(=O)CC#N)cc2)c2ccccc2)c1 (configuration not stated)	0	-5	-0.2	-2	-10	-1	-2	-1	3
Nc1c(N(Cc2ccccc2)C(=O)COc2ccc(F)cc2Cl)c(=O)[nH]c(=O)n1Cc1ccccc1	0	-17	2.2	0	-20	4	5	1	0
COc1cccc(-c2nc(CS(=O)(=O)CC(=O)NCCCN3CCc4ccccc4C3)c(C)o2)c1	1	3	0.4	5	1	-5	3	-1	1
Cc1ccccc1NC(=O)/C=C/c1cccc(C(F)(F)F)c1	3	3	-2.3	1	-7	-7	1	-3	-9
CC1(OC(=O)CCc2ccccc2)C(=O)C=C2C=C(c3ccc(C#N)cc3)N(c3ccccc3)C=C2C1=O (configuration not stated)	0	-6	0.8	-6	-7	12	3	5	3
COc1ccc2c(c1)[nH]c1c(Cl)ncnc12	1	3	0.2	-5	5	5	2	1	5
Cc1sc2ncnc(N/N=C/c3ccccc3O)c2c1C	1	-20	-3.3	-3	-27	0	30*	0	9
Nc1nc(N2CCN(c3ccc(F)cc3)CC2)n[nH]1	0	3	-2.1	-4	2	1	-2	0	10
CN1CCN(NC(=O)c2ccc(Cl)c(S(=O)(=O)Nc3ccc(Cl)cc3)c2)CC1	0	17	-2.4	0	21	8	11	-3	11
O=C(O)CCCCCCNS(=O)(=O)c1ccccc1	1	4	1.1	-3	-20	1	7	-4	6
O=C(CN1CCOCC1)N/N=C/C(Br)=C\c1ccccc1	1	-2	-0.1	-7	-23	10	3	3	-3
CS(=O)(=O)N1CCN(c2ccc([N+](=O)[O-])c(NCCN3CCOCC3)c2)CC1	1	-8	0.6	14	-3	-4	12	0	11
CC(C)Cc1cc(C(=O)N2CCC(N3CCC(C(=O)NC4CC4)CC3)CC2)n[nH]1	1	-3	-1.1	2	15	11	4	-2	11
O=c1[nH]c(CN2CCN(c3ccc(F)cc3)CC2)nc2ccccc12	2	0	-1.5	2	-11	-3	0	-1	2
CS(=O)(=O)n1c2ccccc2c(=O)n1-c1ccccc1CCl	2	0	nt	6	nt	7	0	1	-1
Cc1nc([N+](=O)[O-])c(Sc2nc3ccccc3[nH]2)n1Cc1ccccc1	3	15	0.5	-1	-39	-6	-6	1	3
CCCCNC(=O)C[C@@H]1C[C@@]2(C(=O)OCC)CCCC=C2N(Cc2ccccc2)C1=O	4	-3	nt	-4	nt	3	11	1	nt
CN(C)c1ccc(NC(=O)c2cccc(C(=O)Nc3ccc(N(C)C)cc3)n2)cc1	2	5	-3.8	9	-12	-7	-21	-3	-1
COc1cc(NC(=O)CN2CCCCCC2)cc(OC)c1	0	7	-0.8	5	2	3	-7	-2	12
Cc1ccc(S(=O)(=O)N2CCC(C(=O)Nc3ccccc3N3CCCCC3)CC2)cc1C	0	-18	1.9	-2	-7	9	11	-3	3
O=C(N/C(=C/c1ccccc1F)C(=O)N1CCCCC1)c1ccccc1	3	-2	-1.0	6	-8	6	-5	2	9
O=C(CNc1cc(S(=O)(=O)N2CCCC2)ccc1OCC(F)(F)F)Nc1cccc(C(F)(F)F)c1	2	-3	0.2	2	44	-10	-4	-2	4
CC(=O)N1CCN(C(=O)c2ccc(S(=O)(=O)Nc3ccccc3F)cc2)CC1	1	-8	1.3	6	0	7	11	0	-11
COc1cc(C(=O)NC2Cc3ccccc3C2)ccc1OC1CCN(C(C)=O)CC1	1	-11	1.1	-1	-3	-4	-3	-4	3
N#Cc1c(-n2cccc2C=O)sc2c1CCCC2	0	0	-1.4	-2	20	4	0	-10	-5
COc1ccc(CCNC(=O)CSc2nnc(CNC(=O)c3ccco3)o2)cc1OC	1	4	-0.6	-4	-12	4	1	-2	3
Cc1cccc(NC(=O)CSCC(=O)Nc2ccc(S(=O)(=O)N3CCCC3)cc2)c1	2	-6	-0.5	3	9	-2	8	1	6
CN1CC=C2C(C#N)=C(N)C(C#N)(C#N)C(CCc3ccccc3)C2C1 (configuration not stated)	3	3	59*	1	-59	-17	-4	-8	-4
C=CCN(c1ccc(C(=O)NC(C)C)cc1)S(C)(=O)=O	1	5	-1.7	3	-1	-5	3	-1	4
NC(=O)[C@H](Cc1cc2ccccc2s1)NC(=O)[C@@H]1CC2(CC(c3cccc(NC(=O)[C@@H]4CCC(=O)N4)c3)=NO2)CN1C(=O)/C=C/Sc1ccccc1 (some centres not stated)	3	-3	5.4	2	-1	3	-9	-1	-6
O=S(=O)(/N=C(/Nc1nc2ccccc2s1)c1ccccc1)c1ccc(F)cc1	8	-5	0.5	2	-13	-2	14	6	-3
CN(C)C(=O)Cn1c(SCC(=O)N2CCCc3ccccc32)nc2ccccc21	1	-5	4.3	-7	14	6	3	0	0
COc1ccc(-c2cc(C(=O)N/N=C(\C)c3cccnc3)c3cc(C)ccc3n2)cc1OC	6	-8	-1.0	-11	-11	13	7	-4	13
COc1ccc(N2C(=O)CC(Cc3ccccc3)C2=O)cc1 (configuration not stated)	2	4	0.4	-2	5	1	5	-2	10
O=[N+]([O-])c1cccc(CN2C[C@@]34C=C[C@@H](C[C@@H]3S2(=O)=O)O4)c1	0	4	-1.4	9	-1	7	1	-2	0
CC(=O)Nc1ccc(S[C@@H](CCN2CC[C@H](C(C)(C)C)CCC2=O)c2ccccc2)cc1	8	-2	-1.3	12	-8	-10	-2	5	-11
O=C(COC(=O)c1ccccc1)Nc1cccc(S(=O)(=O)NC2=NCCCCC2)c1	0	-8	4.8	-5	15	5	2	-2	7
O=C(Nc1ccccc1NC(=O)c1ccccc1Cl)c1ccccc1Cl	8	-2	-2.8	5	9	-14	-5	4	-5
Cc1cccc2sc(N(CCCN(C)C)C(=O)c3nc4ccccc4s3)nc12	2	-8	-1.1	-8	15	-4	0	-2	-2

Additional compounds follow.
Structure	CHRM4 agonist	CHRM4 antagonist	CRFR2-BP ag	CHRM5 antagonist	CRFBP-R2 block	M5 PAM	CHRM4 PAM	CHRM5 agonist	CHRM1 PAM
O=S(=O)(NCc1ccccc1Br)c1ccccc1Br	-1	0	0.1	17	3	-11	4	-7	-9
CCC(=O)Oc1oc(-c2ccccc2)nc1C=Nc1ccc(C)cc1	4	6	0.5	-5	11	10	-2	1	8
CCOC(=O)C1CCCN(Cc2cccc(Oc3ccccc3)c2)C1 (configuration not stated)	-2	0	-1.3	20	3	-1	-6	-13	-8
O=c1cc(-c2ccccc2)cc(-c2ccccc2)n1O	0	0	-2.6	14	-10	-4	13	-1	11
CC(=N/O)/C(C)=N\NC(=O)c1ccccn1	0	10	0.0	7	9	2	-8	1	5
Cc1cccc(Cn2c(=O)n(CCCC(=O)NCc3ccco3)c(=O)c3ccccc32)c1	2	16	-0.8	1	15	-1	-7	-2	7
O=C(/C=C/c1ccc2c(c1)OCO2)Nc1nc(-c2ccccc2)cs1	4	-10	0.6	2	10	-4	-2	-5	-7
CNc1nc(SCc2ccccc2)nc(N2CCOCC2)n1	-1	-13	12	2	25	2	8	-1	5
C=CCn1sc(N)c(C(=O)OCC)c1=S	0	2	-0.1	1	-2	2	0	-4	2

Quoted from the listing.
In CHRM5 agonist, C=CCn1sc(N)c(C(=O)OCC)c1=S is listed with -4
In CHRM5 agonist, O=c1cc(-c2ccccc2)cc(-c2ccccc2)n1O is listed with -1
